EPAC2 antagonist: blocks human EPAC2 exchange factor; Q8WZA2; EPAC2 GEF exchange of Rap1B-BODIPY-GDP, fluorescence; Potency, µM (doses to about 114 µM), for the others: at the highest dose activity, negative = inhibition, actives largely listed as inhibitors; hit rate 0.18% among 360,000; note: potency is the fitted concentration of half-maximal effect; % is set by controls: 0 for no effect and ±100 for the full control effect; nearly all actives have a fitted effect of over 45% in size; many of its hits are not listed in these tables
EPAC1 ag: EPAC1 (human) agonism. O95398. EPAC1 agonist qHTS, biochemical assay; response scale: 100% = response to 6.5 mM cAMP. Potency, µM (series often up to 154 µM), for the others: at the highest dose activation, actives largely listed as activators. hit rate 0.073% among 360,000; note: potency is the fitted concentration of half-maximal effect; nearly all actives have a fitted effect of over 60% in size
Target sequence (O95398 whole entry, looked up): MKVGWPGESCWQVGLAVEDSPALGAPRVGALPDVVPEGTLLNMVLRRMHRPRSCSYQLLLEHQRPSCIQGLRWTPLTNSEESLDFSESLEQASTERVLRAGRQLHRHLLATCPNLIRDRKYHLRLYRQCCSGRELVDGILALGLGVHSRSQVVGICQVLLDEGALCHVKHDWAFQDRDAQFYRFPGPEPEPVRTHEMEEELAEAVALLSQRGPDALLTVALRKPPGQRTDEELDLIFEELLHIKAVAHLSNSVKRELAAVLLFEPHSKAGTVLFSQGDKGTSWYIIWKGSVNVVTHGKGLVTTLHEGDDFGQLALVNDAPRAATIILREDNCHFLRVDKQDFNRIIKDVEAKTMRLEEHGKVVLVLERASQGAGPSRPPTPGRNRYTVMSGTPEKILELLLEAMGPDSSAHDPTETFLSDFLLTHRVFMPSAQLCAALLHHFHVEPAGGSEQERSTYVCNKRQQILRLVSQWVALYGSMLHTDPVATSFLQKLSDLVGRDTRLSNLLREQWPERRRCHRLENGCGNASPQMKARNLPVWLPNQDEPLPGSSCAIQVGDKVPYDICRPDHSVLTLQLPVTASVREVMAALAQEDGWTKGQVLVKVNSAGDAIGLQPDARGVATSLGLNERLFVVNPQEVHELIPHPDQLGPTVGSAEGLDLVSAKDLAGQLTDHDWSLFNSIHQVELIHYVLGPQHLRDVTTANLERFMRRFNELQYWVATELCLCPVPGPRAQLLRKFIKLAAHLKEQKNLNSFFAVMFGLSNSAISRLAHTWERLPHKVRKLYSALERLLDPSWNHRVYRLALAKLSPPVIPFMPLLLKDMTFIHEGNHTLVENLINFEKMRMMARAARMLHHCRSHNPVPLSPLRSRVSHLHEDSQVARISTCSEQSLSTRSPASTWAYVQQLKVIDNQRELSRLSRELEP
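Fluorescent GDP-exchange assay: 100 nM EPAC1 with 250 nM Rap1B preloaded with BODIPY-GDP and 50 uM GDP; compounds tested as concentration series, 5 min at room temperature, then read every 5 min for 30 min (ex 480/em 540 nm); normalized to 6.5 mM cAMP.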
PI5P4Ka inh: blocks human PI5P4K alpha kinase activity. AID 652105. P48426. max response, %. hit rate 1.2% among 330,000. PI5P4Kalpha enzyme, ADP-Glo luminescence, 60 min; hits give low values; active = max response of -50% or lower; inconclusive = between -30% and -50%; inactive = -30% or higher; note: value at the top dose of about 77 µM; % is set by controls: 0 for no effect and ±100 for the full control effect
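qHTS, 1536-well: enzyme/substrate mix, compound by pin tool, 5 microM ATP final; RT 60 min; ADP-Glo reagents 1 (45 min) then 2 (30 min); luminescence.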
Mm-Cpn inhibitor: blocks the Methanococcus maripaludis chaperonin Mm-Cpn; hit rate 0.031% among 330,000; purified Mm-Cpn ATPase, ADP Transcreener TR-FRET; Potency, µM (titrated, usually from 76.9 µM), inactives show at the top dose activity, negative = inhibition, usual class: inhibitors; AID 504842; note: potency is the fitted concentration of half-maximal effect; % is set by controls: 0 for no effect and ±100 for the full control effect; nearly all actives have a fitted effect of over 80% in size
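Eu-cryptate anti-ADP/ADP-d2 competition gives a ratio inversely related to ADP. Enzyme at 25 nM was pre-exposed to compound for 10 min, then given 10 uM ATP for 30 min, 37°C throughout.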
EPAC1 antagonist: blocks human EPAC1 exchange factor | O95398 | EPAC1 GEF assay, Rap1b-BODIPY-GDP exchange fluorescence | Potency, µM (series often up to 115 µM), for the others: top-dose activity change, negative = inhibition, actives largely listed as inhibitors | hit rate 0.14% among 360,000 | AID 720709;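 note: potency is the fitted concentration of half-maximal effect; plate controls were vehicle for no effect and positive control for full effect; nearly all actives have a fitted effect of over 50% in size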
CCT modulator: changes cytosolic chaperonin activity; hit rate 0.3% among 360,000; activity change, % (no concentration beside the values), hits read low; AID 651819; purified chaperonin ATPase assay, HTRF ADP detection, 30 min; in the data active = activity change below about -30%; note: % is set by controls: 0 for no effect and ±100 for the full control effect
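TRiC (40 or 20 nM final, by batch activity) in 30 mM Tris pH 7.4, 100 mM KCl, 5 mM MgCl2, 1 mM DTT was treated with compound at 76 uM single dose, then 10 uM ATP, 30 min at 37 °C. ADP was read by HTRF Transcreener.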
PLK1 PBD inh: blocks phosphopeptide binding to human PLK1 polo-box domain; P53350; Plk1 PBD binding of FITC phosphopeptide, fluorescence polarization; Potency, µM, for inactives: max response, negative = inhibition, hits mostly inhibitors; hit rate 2.8% among 360,000; note: potency is the fitted concentration of half-maximal effect; series mostly up to about 57 µM; % is set by controls: 0 for no effect and ±100 for the full control effect; nearly all actives have a fitted effect of over 65% in size
WRN helicase inh: WRN helicase (human) inhibition. Potency, µM (titrated, usually from 114 µM), for the others: at the highest dose activity change, negative = inhibition, hits mostly inhibitors. hit rate 0.46% among 360,000. Q14191. WRN helicase unwinding, fluorescent forked duplex, kinetic; note: potency is the fitted concentration of half-maximal effect; % is set by controls: 0 for no effect and ±100 for the full control effect; nearly all actives have a fitted effect of over 55% in size
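Screening of the MLSMR collection measured strand separation of a quenched forked DNA duplex (100 nM) by 20 nM WRN with 2 mM ATP, all final. Compounds were preincubated with enzyme 15 min at room temperature.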
The depositor's hits bear a star; ? = inconclusive; . = no result given; [ ] = dose if it differs, or a comment. Unless noted, calls come from the whole dose curve; as a rule, active = well fitted curve in the direction sought with a large enough effect; inconclusive = small, poorly fitted or top-dose-only effect, or another doubt; inactive = no such curve, though single readings can be large; an effect the other way counts as inactive or inconclusive.

SMILES	EPAC2 antagonist	EPAC1 ag	PI5P4Ka inh	Mm-Cpn inhibitor	EPAC1 antagonist	CCT modulator	PLK1 PBD inh	WRN helicase inh
CC(C)(C)c1ccccc1N=Cc1ccc2ccccc2n1	-12%	-5%	12	-1%	-6%	0.1	7%	-5%
CCOc1ccc(NC(=O)CCn2c(=O)[nH]c3ccsc3c2=O)cc1	2%	-3%	-23	-6%	6%	-0.9	-1%	-15%
CC(=O)Nc1ccc(NC(=O)COC(=O)c2c(C)nn(-c3ccccc3)c2C)cc1	-7%	11%	1	0%	-30%	-4.0	-13%	-8%
CCN(Cc1ccccc1)S(=O)(=O)c1ccc(C(=O)Nc2nnc(-c3ccccc3OC)o2)cc1	9%	0%	-25	1%	-7%	-0.8	11µM*	5%
Cc1cc(C)c(S(=O)(=O)NCc2ccc3c(c2)OCO3)cc1C	-11%	10%	-2	0%	-2%	0.1	2%	3%
CCCCn1[nH]c(-c2ccccc2)cc1=O	-2%	8%	-3	-1%	1%	-0.8	-8%	-4%
Cc1cc(NC(=O)CCC(=O)N(c2ccc(F)cc2)C(C(=O)NC2CCCC2)c2ccc(C)o2)no1 (centres undefined)	-3%	4%	-3	0%	-12%	-0.3	-4%	6%
Cc1n[nH]c(=O)c2c(NC(=O)COC(=O)c3cc(F)cc(F)c3)oc(C)c12	13%	-6%	1	0%	8%	0.8	-24%	-4%
CC(C)(C)CC(=O)Nc1ccccc1N1CCN(c2ccccc2)CC1	-6%	-3%	12	0%	-6%	0.2	0%	-7%
CCCCc1nnc(NC(=O)CC(=O)Nc2ccccc2C(=O)O)s1	-7%	1%	-61*	0%	-20%	-0.7	-4%	-12%
COc1cccc(-n2nnnc2SCC(=O)Nc2ccc3c(c2)OCCO3)c1	-5%	0%	0	0%	?	-1.2	-4%	-11%
O=C(/C=C/c1ccc2c(c1)OCO2)NCc1ccncc1	1%	-4%	0	2%	-2%	1.0	-3%	-4%
Brc1ccc2nc(-c3ccco3)c(Cc3ccccc3)n2c1	-15%	15%	?	.	-16%	0.2	-29%	-13%
Cc1nc(C)c(-c2ccc(SCC(=O)Nc3ccc(F)cc3F)nn2)s1	-2%	-6%	0	-17%	-22%	-0.9	-10%	-16%
CC1(c2nc3ccccc3[nH]2)CCC2=Nc3ccccc3CN21 (centres undefined)	9%	0%	8	.	7%	-0.9	-6%	-2%
O=C(O)CCN1c2cccc3cccc(c23)S1(=O)=O	1%	7%	0	-6%	-4%	-1.5	-12%	8%
O=C1CCC(=O)N1CNc1cccnc1	-2%	3%	-9	2%	1%	-1.6	-15%	-6%
Cn1c(=O)c2cc3c(nc2n(C)c1=O)CC(c1ccccc1)CC3=O (centres undefined)	-3%	14%	1	0%	4%	1.8	-8%	-2%
O=C(Nc1cccc(C(F)(F)F)c1)C1CC(=O)N(Cc2ccco2)C1 (centres undefined)	-15%	-12%	2	.	1%	0.5	1%	5%
Cc1cc(C)n(CC(=O)NNC(=O)COc2ccc(F)cc2Br)n1	0%	1%	2	-1%	-10%	-1.4	-7%	5%
NNC(=O)c1nnn(-c2nonc2N)c1CN1CCc2ccccc2C1	-6%	8%	4	1%	3%	0.4	-6%	1%
CCOc1ccccc1NC(=O)CSc1nc2c(c(=O)n1C)SC(C)C2 (centres undefined)	25%	-16%	1	-4%	-12%	-0.4	-10%	-6%
COc1ccc(S(=O)(=O)N2CCOCC2)cc1NC(=O)COC(=O)c1ccc(C)s1	-13%	5%	-5	2%	-2%	0.3	-1%	-12%
COc1ccc(N2CCN(CC(=O)NCc3ccc(Cl)cc3)CC2)cc1	4%	-6%	-5	2%	-2%	-0.2	15µM*	8%
Cc1ccc(CNC(=O)C2CC(=O)N(C3CCCCCC3)C2)cc1 (centres undefined)	5%	1%	-3	-1%	-2%	-3.1	-16%	1%

Limited to EPAC1 antagonist, WRN helicase inh and EPAC2 antagonist, for two of the compounds above:
smiles,EPAC1 antagonist,WRN helicase inh,EPAC2 antagonist
O=C(O)CCN1c2cccc3cccc(c23)S1(=O)=O,-4%,8%,1%
O=C1CCC(=O)N1CNc1cccnc1,1%,-6%,-2%

Returning to the listing with the 2 entries that preceded the break.
SMILES	EPAC2 antagonist	EPAC1 ag	PI5P4Ka inh	Mm-Cpn inhibitor	EPAC1 antagonist	CCT modulator	PLK1 PBD inh	WRN helicase inh
COc1ccc(N2CCN(CC(=O)NCc3ccc(Cl)cc3)CC2)cc1	4%	-6%	-5	2%	-2%	-0.2	15µM*	8%
Cc1ccc(CNC(=O)C2CC(=O)N(C3CCCCCC3)C2)cc1 (centres undefined)	5%	1%	-3	-1%	-2%	-3.1	-16%	1%
COc1cc(O)c(C=NN2C(=O)CSC2=S)c(OC)c1	?	-12%	-75*	.	?	0.6	-24%	-21%
CCc1noc(C)c1C(=O)NNC(=O)COc1ccc(C)c(C)c1	-15%	13%	1	-1%	-6%	-0.2	-5%	-4%
O=C(CCCC(=O)N1CCN(c2cccc(Cl)c2)CC1)c1ccccc1	-6%	2%	-5	-1%	-12%	-0.8	4%	-1%
COc1ccc(NS(=O)(=O)c2cc(NC(=O)c3cnc(C)cn3)ccc2N2CCCCC2)cc1	1%	-7%	-1	0%	-22%	-2.3	-5%	-10%
COC(=O)C(NC(=O)COc1ccccc1)(Nc1nc2c(s1)CCCC2)C(F)(F)F (centres undefined)	-11%	9%	.	3%	-1%	-2.3	-21%	-1%
CC(C)(C)C(=O)N(Cc1ccccc1)c1ccccn1	17%	-18%	-5	4%	-5%	0.8	-9%	-6%
COc1cc(-c2nc3ccccc3c(=O)n2N)cc(OC)c1OC	2%	2%	5	0%	-1%	0.1	-3%	4%
CCOc1ccc(C(=O)OCC(=O)c2c(N)n(C)c(=O)n(C)c2=O)cc1OCC	3%	4%	8	-1%	-8%	-1.6	-7%	-2%
Cc1ccc(S(=O)(=O)N2CCOCC2)cc1C(=O)NCc1ccccc1CN1CCCC1	6%	7%	-3	0%	8%	-0.5	-4%	4%
Cn1nc(-c2ccccc2)cc1NC(=O)c1ccccc1	-12%	0%	0	-1%	-17%	-0.1	0%	-7%
Cc1cccc(OCc2ccc(C(=O)Nc3cc(C)on3)o2)c1	4%	4%	-2	-1%	4%	0.3	5%	-8%
Cc1ccc(NCc2nnc3n2CCCCC3)cc1	-4%	4%	.	3%	-7%	-0.1	0%	-5%
Cc1c(Cl)cccc1Nc1ccccc1C(=O)O	-9%	-21%	11	2%	-7%	-2.0	-24%	-5%
COc1ccc(-n2nc(C(N)=O)nc2-c2ccccc2)cc1	-3%	-3%	10	1%	-7%	1.5	-26%	-7%
CCOC(=O)C(=O)N/N=C/c1ccco1	17%	-4%	0	2%	10%	-1.5	0%	-12%
COc1ccccc1-c1csc(C(NC(C)=O)c2ccc(F)c(F)c2)n1 (centres undefined)	-2%	-16%	7	.	7%	-0.4	1%	3%
Clc1ccc(N2CCN(Cc3ccc(Br)o3)CC2)cc1	-1%	7%	8	1%	-9%	0.0	-17%	11%
Cc1ccccc1NC(=O)CC1(c2ccc(N(C)C)cc2)C(=O)c2ccccc2C1=O	2%	-1%	-4	0%	0%	-6.9	-3%	-3%
O=C(Nc1ccc2oc(-c3cccnc3)nc2c1)c1cc2ccccc2o1	-2%	2%	-2	4%	0%	-2.3	-4%	-6%
CC1SCCN1S(=O)(=O)c1ccc2ccccc2c1 (centres undefined)	3%	6%	1	3%	10%	0.7	-3%	-18%
NC(=O)c1ccccc1NC(=O)CN1CCCCCC1	0%	-6%	-5	2%	-7%	-3.2	-5%	9%
Cc1cc(C)c(NC(=O)COC(=O)C2CCCCC2)c(C)c1	1%	-6%	-2	0%	2%	0.1	-5%	-13%
CCOc1ccc(NS(=O)(=O)c2cc(C(=O)N(CC)CC(=O)NCc3cccs3)ccc2C)cc1	0%	2%	-2	1%	-11%	-1.4	-9%	-7%
O=C1Nc2ccccc2C1C(C[N+](=O)[O-])c1ccccn1 (centres undefined)	3%	9%	3	1%	10%	1.3	-26%	-3%[11.6 µM]
Cc1ccc(N(C)S(=O)(=O)c2cccc(C(=O)Nc3nc4ccccc4[nH]3)c2)cc1	-14%	10%	3	-6%	-11%	-1.4	-14%	-14%
C=CCOc1ccccc1/C=N/NC(=O)c1ccc(Cl)cc1Cl	6%	10%	2	0%	-1%	-0.5	-9%	2%
N#Cc1ccc(NC(=S)NC(=O)C2CCCCC2)cc1	-4%	14%	-2	0%	-8%	-0.6	-7%	-6%
COc1ccc(NC(=O)CN2CCN(C3c4ccccc4-c4ccccc43)CC2)c(OC)c1	-7%	16%	4	-15%	-11%	-4.0	-11%	-25%
FC(F)(F)c1ccccc1NC(=S)N1CCc2ccccc2C1	-3%	5%	-4	1%	-4%	2.7	-11%	-7%
COc1ccc(CCC(=O)N2CCN(S(=O)(=O)c3cccc(Cl)c3)CC2)cc1	5%	11%	1	3%	-1%	2.9	-9%	1%

Compounds shown so far that have a COOH group, in the order listed:
SMILES	EPAC2 antagonist	EPAC1 ag	PI5P4Ka inh	Mm-Cpn inhibitor	EPAC1 antagonist	CCT modulator	PLK1 PBD inh	WRN helicase inh
CCCCc1nnc(NC(=O)CC(=O)Nc2ccccc2C(=O)O)s1	-7%	1%	-61*	0%	-20%	-0.7	-4%	-12%
O=C(O)CCN1c2cccc3cccc(c23)S1(=O)=O	1%	7%	0	-6%	-4%	-1.5	-12%	8%
Cc1c(Cl)cccc1Nc1ccccc1C(=O)O	-9%	-21%	11	2%	-7%	-2.0	-24%	-5%

A portion of the library; count on the stated rates, not on these rows.
